From PubChem BioAssay
tim23-1 inh = tim23-1 yeast growth inhibition; S. cerevisiae tim23-1 growth, BacTiter-Glo luminescence, 24 h; inhibition, % at 20 µM; 330,000 compounds, 1.3% hits;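 active = growth inhibition of the mutant yeast at or above 50%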;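 note: temperature-sensitive mutant grown at 25 °C; plate controls were DMSO-treated mutant yeast for no effect and medium wells lacking yeast for full effect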
TIM10 inh = growth inhibitors of TIM10 yeast strain; S. cerevisiae TIM10 strain growth, BacTiter-Glo luminescence, 24 h; 330,000 compounds, 1.4% hits; inhibition, % at 10 µM;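 active = inhibition of 40% or more at the single tested concentration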;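 note: wild-type TIM10 isogenic control strain grown at permissive 25 °C; 0% = DMSO yeast wells and 100% = minimal medium wells without yeast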
Mdm2 MdmX PPI = human Mdm2/MdmX binding inhibition | O15151+Q00987 | SaOS-2 split-luciferase Mdm2/MdmX complementation, luminescence | inhibition, % at 8 µM | 330,000 compounds, 3% hits;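 active = inhibition of at least 50% at 8 µM in the primary screen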
tim10-1 inh = growth inhibitors of tim10-1 mutant yeast | S. cerevisiae tim10-1 ts strain growth, BacTiter-Glo, 24 h | inhibition, % at 20 µM | 330,000 compounds, 2.2% hits | AID 463190;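 active = inhibition of at least 40%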;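 note: mutant grown at 25 °C; 0% = DMSO wells with yeast and 100% = wells holding no yeast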
UPR CHOP act = activators of apoptotic arm of unfolded protein response (CHOP); CHO-CHOP luciferase reporter, UPR activation, luminescence; percent of tunicamycin response over DMSO baseline; activation, % at 10 µM; 330,000 compounds, 0.34% hits; AID 449763;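 active = at 10 µM dose, activation of 40% or more, normalized to positive control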;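 note: 100% = tunicamycin at 10 µg/mL and 0% = DMSO alone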
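Test system: CHO CHOP reporter cells. Input: 500 CHO-CHOP cells per well. Medium: F12 with 10% FBS. Technique: luciferase luminescence. Measure: percent activation relative to tunicamycin control. Dosing: 10 µM compound, 0.5% DMSO. Timing: 16-18 h cell attachment, then 6 h compound exposure, 37 °C.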
NALP3 yeast inh = NALP3 inhibition in yeast | Yeast reconstituted NLRP3/ASC/caspase-1, beta-gal luminescence, 24 h | inhibition, % at 10 µM | 330,000 compounds, 0.39% hits;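 active = inhibition of 50% or more; inactive = inhibition below 50%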;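 note: plate controls were induced DMSO wells for no effect and uninduced yeast grown without galactose for full effect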
GRIN3A LBD mod = modulators (binders) of human NR3A ligand-binding domain | NR3A LBD differential scanning fluorimetry, Tm shift; 0% = protein alone, 100% = glycine-bound protein | Tm shift relative to glycine control, % at 25 µM | 340,000 compounds, 2.5% hits;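 active = melting temperature shift of at least 10% of the positive control shift, at one fixed dose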
APJ agonist = agonists of human APJ apelin receptor | P35414 | CHO-K1 APJ PathHunter beta-arrestin, luminescence; 0% DMSO wells, 100% apelin | activation, % at 20 µM | 330,000 compounds, 0.11% hits | AID 2520;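 active = activation more than six SD over the plate average, tested at 20 µM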;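 note: 0% = DMSO alone and 100% = apelin-13 at 10 nM; some results filed as inactive read as strong as hits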
Target sequence (P35414 whole entry, looked up): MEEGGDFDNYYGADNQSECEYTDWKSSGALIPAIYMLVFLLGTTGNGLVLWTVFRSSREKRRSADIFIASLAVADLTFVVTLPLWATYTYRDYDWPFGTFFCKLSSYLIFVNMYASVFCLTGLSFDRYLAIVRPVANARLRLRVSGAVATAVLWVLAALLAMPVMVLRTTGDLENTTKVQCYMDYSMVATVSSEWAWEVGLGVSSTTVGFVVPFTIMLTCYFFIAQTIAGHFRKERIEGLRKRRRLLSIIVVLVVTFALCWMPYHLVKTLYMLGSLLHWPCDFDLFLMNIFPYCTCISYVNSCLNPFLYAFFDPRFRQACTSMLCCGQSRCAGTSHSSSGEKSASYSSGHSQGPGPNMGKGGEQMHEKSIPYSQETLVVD
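Test system: CHO-K1 APJ beta-arrestin complementation cell line | Compound: Single test compound dose, 20 µM final, 1% DMSO | Incubation: Compound 90 min 25 °C, reagent 1 h | Measured by: beta-gal luminescence | Read-out basis: APJ–arrestin association signal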
XBP1 UPR activ = adaptive UPR (XBP1) activation; 330,000 compounds, 0.33% hits; CHO-XBP1 luciferase reporter, IRE1-XBP1 UPR activation, luminescence; percent of tunicamycin response, DMSO as zero; activation, % at 20 µM;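 active = versus positive control, 20 µM dose yields 30% or more activation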;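 note: 100% = tunicamycin at 10 µg/mL and 0% = DMSO only wells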
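assay system = CHO-XBP1 luciferase reporter cells | amount = 1000 cells/well | buffer or medium = F12 plus 10% FBS | compound dosing = single point, 20 µM final compound, 1% DMSO | incubation = 16-18 h cell attachment at 37 °C, then 6 h compound exposure | detection = Steady-Glo luminescence read | controls = tunicamycin 10 µg/mL and vehicle-only wells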
* = called active by the depositor; . = not tested or not shown.

SMILES	tim23-1 inh	TIM10 inh	Mdm2 MdmX PPI	tim10-1 inh	UPR CHOP act	NALP3 yeast inh	GRIN3A LBD mod	APJ agonist	XBP1 UPR activ
COc1ccc(C(=O)CSc2ccc(-c3ccccc3)nn2)cc1	21	7	6	-15	2.8	31	3	1	-3
CC(OC(=O)c1nn(C)c(=O)c2ccccc12)C(=O)NC1CCCCC1C (centres undefined)	4	-7	-2	-8	-0.7	8	3	-4	1
COc1cc([N+](=O)[O-])ccc1NC(=S)Nc1cc(C(=O)OC(C)C)cc(C(=O)OC(C)C)c1	28	15	10	7	15	33	12*	-4	0
O=C(NC1CCCC1)C1CC(=O)N(CCc2ccccc2)C1 (centres undefined)	5	-2	15	4	3.2	8	-1	-3	-1
CC(CCc1ccccc1)NC(=O)CNC(=O)c1cccs1 (centres undefined)	-3	3	-3	-22	1.7	20	0	-4	-7
CC1CC1C(=O)OCC(=O)Nc1ccc2[nH]c(=O)[nH]c2c1 (centres undefined)	8	3	-2	2	-0.2	5	0	-1	0
CCOC(=O)C1CCN(S(=O)(=O)c2csc(C(N)=O)c2)CC1	-8	16	9	-11	2.5	12	5	0	-7
O=S(=O)(Nc1cccc(S(=O)(=O)N2CCCC2)c1)c1cccc(Br)c1	3	2	4	-5	-0.7	-6	-3	-1	-3
COc1cccc(/C(C)=N/N=C(\C)c2cccc(OC)c2)c1	22	12	-65	13	2.0	34	2	-4	-2
CC(C)N(C(=O)COC(=O)[C@H](C)NC(N)=O)c1ccccc1	28	6	-5	-3	2.0	-4	-1	-1	3
C/C(=N\O)C(=O)NCC1CCNCC1	-9	3	3	-10	-3.0	6	0	-2	-3
O=C(Nc1ccc(C(=O)O)cc1)/C(=C\c1ccc2c(c1)OCO2)NC(=O)c1ccc(Br)o1	11	0	-5	4	0.1	10	2	-2	1
CN(C)CCN(C(=O)c1ccc(S(=O)(=O)N(C)c2ccccc2)cc1)c1nc2ccc(Cl)cc2s1	7	0	10	13	1.6	2	1	-4	-1
COC(=O)c1ccccc1NC(=O)c1ccc(-c2ccccc2F)o1	5	8	43	1	1.4	16	1	-2	1
Cc1cccc(CNc2ccc(C(CC(N)=O)NC(=O)c3ccccc3)cc2[N+](=O)[O-])c1 (centres undefined)	6	7	13	7	-1.2	20	-11	-8	-1
CCOc1cc(C(=O)O/N=C(\N)c2ccc([N+](=O)[O-])cc2)cc(OCC)c1OCC	16	46*	67*	61*	5.0	0	0	14	2
CC(=O)Nc1ccc(S(=O)(=O)N2CCCc3ccccc32)cc1	15	21	58*	30	-0.5	2	0	-3	1
O=C(NCc1ccccc1)C1CCC1	-12	-3	-10	9	0.3	-3	1	-4	-3
O=C(COC(=O)CCCNC(=O)c1ccc(Cl)cc1)NC1CC1	-4	-5	-24	2	1.3	3	1	-3	1
Cc1cc(C)nc(Nc2cc([N+](=O)[O-])ccc2C)n1	13	-13	-12	11	-1.2	22	-2	-5	1
O=C(/C=C/c1cccc([N+](=O)[O-])c1)N1CCN(c2ccccn2)CC1	4	3	-13	3	-0.8	13	1	2	-7
CN1C(=O)/C(=C/c2ccccc2Cl)Sc2ccc(C(=O)NCc3cccnc3)cc21	9	-7	25	-6	0.9	27	-9	-1	-1
Cc1ccc(C(=O)CN2C(=O)C(=O)N(Cc3ccccc3)C2=O)cc1	3	1	-15	1	-0.8	29	18*	1	-1
CCC(C)c1ccc(NC(=O)COC(=O)CCNC(=O)c2ccco2)cc1 (centres undefined)	24	11	23	20	1.6	8	1	-5	0
CCOP(=O)(c1ccc(N(C)C)cc1)C(O)c1ccc(Cl)cc1 (centres undefined)	15	11	-13	26	0.1	-11	1	0	3
CC(COc1ccccc1Cc1ccccc1)N1CCCCC1 (centres undefined)	9	8	28	10	-2.0	20	.	-5	-5
O=C(C1CC1)N1CCc2cc(Br)cc(S(=O)(=O)NCCCN3CCCC3)c21	16	3	3	11	-0.5	14	-2	3	-1
O=[N+]([O-])c1cccc(-n2nnnc2CN2CCCC2)c1	1	14	-16	12	0.2	-3	0	-2	0
Cc1ccccc1NC(=S)N(Cc1cccnc1)Cc1ccco1	8	6	-13	11	1.1	6	-1	2	0
Cn1c2ccc(F)cc2c2nnc(SCCN3CCOCC3)nc21	14	12	17	30	0.5	5	2	-2	1
O=C(Nc1ccc(N2CCOCC2)c(Cl)c1)c1cccnc1Cl	6	-1	4	-11	0.6	2	2	-3	1
CCN(CC)C(=S)SC1=CCS(=O)(=O)C1	-7	3	-27	-2	0.6	11	-2	-3	0
Clc1ccc(-c2nnnn2-c2ccc(Cl)c(Cl)c2)cc1Cl	-20	-2	-2	7	-2.8	-7	2	-4	0
CS(=O)(=O)N(Cc1nnc(-c2cccs2)o1)c1ccc(Cl)cc1F	-5	-14	8	27	0.5	13	4	-3	0
C/C(N)=C(/C#N)C(=O)CSc1nc2cc(Cl)ccc2c(=O)n1Cc1ccco1	-24	-8	19	12	-2.2	2	-2	-1	-2
COc1ccc(OC)c(C(=O)N2CCCC(Nc3ccc(F)cc3)C2)c1 (centres undefined)	2	3	12	-5	1.4	-5	0	-6	-4
O=C(COc1ccccc1Cl)Nn1cnnc1	-7	-10	-21	-2	1.2	8	0	-4	-1
COc1cc(/C=C/C(=O)c2ccc3c(c2)OCCO3)cc(Br)c1OCC(=O)N(C)C	24	26	95*	22	135*	18	0	3	13
COc1cccc(CNc2nnnn2C)c1	-3	2	4	4	-3.1	10	0	3	-3
Nc1nc(Nc2ccccc2Cl)cc(=O)[nH]1	4	9	-11	-1	1.8	10	-2	-1	-3
Cc1ccc(S(=O)(=O)Nc2ccc(NC(=O)/C=C/C(=O)O)cc2)cc1	-3	-5	-1	20	2.9	1	4	-1	-5
COc1ccc(Br)cc1/C=N/NC(=O)c1ccc2nc[nH]c2c1	-22	-2	5	-5	1.5	16	-18	2	-5
COc1ccc(C(=O)Nc2nnc(Cc3ccc(OC)c(OC)c3)s2)c(OC)c1	2	12	-11	6	4.6	3	2	4	2
O=C(c1cccnc1)N1CCN(Cc2ccccc2Br)CC1	3	18	8	3	-0.8	21	3	-3	1
O=C1SCCC1NS(=O)(=O)c1ccc([N+](=O)[O-])cc1 (centres undefined)	9	-17	2	8	-0.9	13	-4	4	-3
O=C(Nc1ccc([N+](=O)[O-])cn1)C1CC2CCC1C2 (centres undefined)	17	-4	-22	3	0.3	19	-1	0	2
OC(CCN1CCCCC1)(c1ccccc1)c1ccccc1	2	4	-22	6	0.1	22	3	2	-3
CC(=O)c1ccc(S(=O)(=O)N(C)CC(=O)Nc2ccc(C)cc2)cc1	-6	-13	30	-16	4.8	18	0	-2	2
Cc1ccc(NC(=S)NCC(C)CSc2ccc(Cl)cc2)cc1 (centres undefined)	31	33	22	11	-0.7	41	-2	-3	1
COCc1cc(C)nc(N2CCN(c3ccccc3)CC2)c1C#N	30	8	15	19	-0.6	10	3	-2	2
COc1ccc(OC)c(/C=N/NC(=O)c2ccc3nc[nH]c3c2)c1	5	14	-2	8	-1.2	-4	-1	-3	-4
CCCn1c(-c2ccc(F)cc2)n[nH]c1=S	6	4	15	15	0.3	-1	-1	-2	2
COc1nnc(-c2ccccc2)s1	-3	1	-5	17	1.8	4	-2	-1	1
O=C(COC(=O)c1ccccc1O)Nc1cc([N+](=O)[O-])ccc1Cl	-26	-28	25	-11	-0.2	4	-1	-1	0
COc1cccc(-c2cc(C(F)(F)F)n3nc(N)nc3n2)c1	1	6	8	2	2.8	19	0	0	-2
COc1ccc(NS(=O)(=O)c2cc(NC(=O)c3cccs3)ccc2N2CCCC2)cc1	10	11	28	14	3.6	14	-2	-2	0
Cc1cc(C=C2C(=O)c3ccccc3C2=O)c(C)n1-c1ccccc1	18	17	62*	14	-7.6	14	0	-3	-4
COc1ccc(C)c2sc(NC(=O)C3=COCCO3)nc12	27	15	14	32	2.2	45	.	-6	4
CCCCn1c2ccc(F)cc2c2nnc(NN)nc21	22	-8	-11	15	1.8	19	-2	-4	1
O=C1Nc2ccccc2C1=Nc1ccc(Br)cc1	36	7	2	10	2.0	23	1	-14	-1

In a second layout: results already given.
COCc1cc(C)nc(N2CCN(c3ccccc3)CC2)c1C#N
  tim23-1 inh: 30	TIM10 inh: 8	Mdm2 MdmX PPI: 15	tim10-1 inh: 19	UPR CHOP act: -0.6	NALP3 yeast inh: 10	GRIN3A LBD mod: 3	APJ agonist: -2	XBP1 UPR activ: 2

COc1ccc(OC)c(/C=N/NC(=O)c2ccc3nc[nH]c3c2)c1
  tim23-1 inh: 5	TIM10 inh: 14	Mdm2 MdmX PPI: -2	tim10-1 inh: 8	UPR CHOP act: -1.2	NALP3 yeast inh: -4	GRIN3A LBD mod: -1	APJ agonist: -3	XBP1 UPR activ: -4

CCCn1c(-c2ccc(F)cc2)n[nH]c1=S
  tim23-1 inh: 6	TIM10 inh: 4	Mdm2 MdmX PPI: 15	tim10-1 inh: 15	UPR CHOP act: 0.3	NALP3 yeast inh: -1	GRIN3A LBD mod: -1	APJ agonist: -2	XBP1 UPR activ: 2

Next section
SMILES	tim23-1 inh	TIM10 inh	Mdm2 MdmX PPI	tim10-1 inh	UPR CHOP act	NALP3 yeast inh	GRIN3A LBD mod	APJ agonist	XBP1 UPR activ
CCOc1ccccc1CNC(=O)CCC(=O)N1Cc2ccccc2Oc2ncccc21	20	14	4	21	0.8	3	-1	-1	-5
CCC1Oc2ccc(C)cc2N(CC(=O)NCCN2CCOCC2)C1=O (centres undefined)	8	4	20	-16	-1.8	15	-2	-2	-7
CCOc1ccc(N2C(=O)C(Cl)=C(Nc3ccccc3O)C2=O)cc1	10	-5	-5	30	3.8	25	-8	-5	10
C/C(=N\n1cnnc1)c1ccccc1	-4	8	-15	-5	-2.1	13	2	-2	-2
Cc1cc(C)n2nc(N)c(N=Nc3ccc(Cl)cc3)c2n1	9	8	-11	7	2.6	38	-9	2	1
Cc1ccc(C)c(NC(=O)CSc2nc3c(c(=O)n2C)SC(C)C3)c1 (centres undefined)	10	-5	4	11	0.9	1	0	-3	-1
COc1ccnc(NCc2cccnc2)c1C#N	13	16	2	6	1.9	11	-3	-5	2
CCCCCCOC(=O)NCC(O)c1ccccc1 (centres undefined)	5	-24	-25	32	6.3	22	-3	1	10
COCC(C)n1c(SCC(=O)Nc2nccs2)nc2ccccc2c1=O (centres undefined)	24	-2	2	13	-2.7	14	-2	-3	0
COc1ccc(N=Cc2ccc(CNS(=O)(=O)c3ccc(Cl)cc3)o2)cc1	19	8	7	14	-2.5	0	2	-3	-5
Cc1ccc(CN2CCC(c3nc4ccc(Cl)cc4[nH]3)CC2)cc1	-12	3	22	3	0.8	12	-1	0	-4
COC(=O)c1ccc(COc2ccc3c(c2)CCC3)o1	3	15	1	3	6.0	0	5	0	2
CSCC[C@H](N)C(=O)NC[C@H]1CC[C@H](C(=O)N[C@@H](Cc2ccccc2)C(=O)O)CC1	-1	2	23	-14	-1.0	-3	0	-3	1
Cc1[nH]n(-c2cccc3ccccc23)c(=O)c1C=Nc1ccc2[nH]c(=O)[nH]c2c1	-16	-4	12	14	0.7	14	-2	-3	-1
